Assay outcomes (PubChem BioAssay)
HKDC1 inh = HKDC1 (human) hexokinase inhibition; recombinant HKDC1, G6PDH/diaphorase resazurin coupled fluorescence; inhibition, % at 20 µM; 0.16% of 340,000 active; Q2TB90;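 active = inhibition above about 35% when tested at 20 µM, limit read from the data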;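 note: plate controls were DMSO wells with enzyme for no effect and DMSO wells lacking enzyme for full effect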
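Incubation: 90 min at room temperature in dark / Material: recombinant HKDC1 (HK5) hexokinase enzyme, produced in-house / Quantity: enzyme 5 µg/mL final / Compound: one dose of 20 µM, 1% DMSO / Reagent: glucose and ATP substrates / Buffer or medium: Tris pH 8.0 buffer with MgCl2, Tween-20, BSA, BME / Technique: resorufin fluorescence at 613 nm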
SENP1 inh = inhibitors of human SENP1 SUMO protease catalytic domain; Q9P0U3; recombinant SENP1 catalytic domain, CyPet-SUMO1-YPet FRET cleavage; inhibition, % at 10 µM; 0.21% of 360,000 active; AID 624204;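 active = inhibition at least 30% at 10 µM, raw YFP signal under a set limit, fluorescence ratio 0.5 to 1.5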;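 note: 0% = enzyme with DMSO and 100% = no enzyme wells; some results filed as inactive read as strong as hits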
Target sequence (Q9P0U3 419-644 limits assumed): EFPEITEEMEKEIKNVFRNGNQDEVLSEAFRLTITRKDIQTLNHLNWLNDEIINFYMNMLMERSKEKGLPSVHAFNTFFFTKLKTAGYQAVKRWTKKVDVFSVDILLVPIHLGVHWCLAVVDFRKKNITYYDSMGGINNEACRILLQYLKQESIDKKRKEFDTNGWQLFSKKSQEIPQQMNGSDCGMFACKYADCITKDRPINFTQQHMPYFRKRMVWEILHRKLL
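Material – human SENP1 catalytic domain · Input – SENP1 enzyme, 20 pM final · Compound dosing – single concentration of 10 µM compound, 0.5% DMSO final · Timing – enzyme reaction for 50 min at room temperature, dark · Measured by – FRET fluorescence in CFP and YFP emission channels · Control set – no-enzyme wells low, DMSO-plus-enzyme wells high control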
SENP6 block = SENP6 protease inhibition; inhibition, % at 10 µM; 1.8% of 330,000 active; AID 2599; Q9GZR1; Recombinant SENP6 catalytic domain, aminoluciferin luminescence;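 active = inhibition above about 50% at the single tested dose, limit read from the data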;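 note: plate controls were DMSO wells with enzyme for no effect and DMSO wells lacking enzyme for full effect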
Target sequence (Q9GZR1 628-1112 limits assumed): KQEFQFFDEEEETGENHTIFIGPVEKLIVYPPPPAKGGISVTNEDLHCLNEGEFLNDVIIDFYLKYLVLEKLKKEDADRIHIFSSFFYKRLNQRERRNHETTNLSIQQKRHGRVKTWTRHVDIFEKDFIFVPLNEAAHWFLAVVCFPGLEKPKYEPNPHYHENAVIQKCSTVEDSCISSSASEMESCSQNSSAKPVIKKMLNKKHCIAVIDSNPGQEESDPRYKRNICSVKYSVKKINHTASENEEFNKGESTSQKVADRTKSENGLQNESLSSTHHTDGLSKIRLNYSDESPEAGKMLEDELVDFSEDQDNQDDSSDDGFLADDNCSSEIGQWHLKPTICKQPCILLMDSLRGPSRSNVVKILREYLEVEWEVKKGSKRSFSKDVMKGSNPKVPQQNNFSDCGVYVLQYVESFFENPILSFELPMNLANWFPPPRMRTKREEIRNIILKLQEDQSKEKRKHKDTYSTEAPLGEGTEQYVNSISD
PfG6PD inh = PfG6PD (Plasmodium falciparum) enzyme inhibition; AID 504690; 0.78% of 350,000 active; PfGluPho enzyme, NADPH resazurin-diaphorase fluorescence; inhibition, % at 20 µM;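 active = inhibition reaching at least a set limit at 20 µM in the primary screen, cut at about 59% in these data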;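 note: 0% = DMSO wells with substrate and 100% = DMSO wells lacking glucose-6-phosphate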
SENP8 block-1 = inhibitors of human SENP8 protease | Q96LD8 | purified SENP8, Z-RLRGG-aminoluciferin cleavage, luminescence | inhibition, % at 10 µM | 1.2% of 330,000 active | AID 2540; in the data active = inhibition above about 50%
Target sequence (Q96LD8 whole entry, looked up): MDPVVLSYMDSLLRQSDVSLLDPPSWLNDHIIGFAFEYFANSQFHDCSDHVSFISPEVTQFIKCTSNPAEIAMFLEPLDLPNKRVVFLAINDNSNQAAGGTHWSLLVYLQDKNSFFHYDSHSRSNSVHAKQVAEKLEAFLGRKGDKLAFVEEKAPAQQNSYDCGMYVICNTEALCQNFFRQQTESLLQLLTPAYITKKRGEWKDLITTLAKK
NLRP3 yeast inh = inhibitors of NALP3 inflammasome in yeast. Yeast reconstituted NLRP3/ASC/caspase-1, beta-gal luminescence, 24 h. inhibition, % at 10 µM. 0.39% of 330,000 active. AID 2825;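 active = inhibition of 50% or more; inactive = inhibition below 50%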;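 note: plate controls were induced DMSO wells for no effect and uninduced yeast grown without galactose for full effect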
SENP7 block = blocks the human protease SENP7; Q9BQF6; recombinant SENP7, Z-RLRGG-aminoluciferin luminescence, 40 min; inhibition, % at 5 µM; 1.5% of 330,000 active;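 active = inhibition above about 50% at the single test dose, limit read from the data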;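 note: plate controls were DMSO with enzyme for no effect and no enzyme buffer wells for full effect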
SENP8 block-2 = SENP8 (human) protease inhibition; recombinant SENP8, Nedd8 substrate fluorescence; inhibition, % at 20 µM; 0.64% of 360,000 active; AID 602440; in the data active = inhibition mostly above about 40%, no sharp cut-off; inactive = mostly below about 27%
Apaf-1 inh = blocks human Apaf-1 apoptosome activity; O14727; reconstituted apoptosome caspase-3 activity, DEVD-Rh110 fluorescence; inhibition, % at 20 µM; 0.71% of 330,000 active; active = inhibition of at least 40% at 20 µM;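 note: plate controls were DMSO wells for no effect and DEVD-CHO caspase inhibitor wells for full effect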
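Assay system: Apoptosome proteins | Medium: pH 7.5 Hepes buffer with CHAPS, BSA, DTT | Also added: Cytochrome c and DEVD-Rh110 substrate | Times: 30 min plus 50 min, RT | Detection: Rhodamine 110 fluorescence at Ex 480/Em 540 nm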
* = called active by the depositor; x = not tested or not shown.

SMILES	HKDC1 inh	SENP1 inh	SENP6 block	PfG6PD inh	SENP8 block-1	NLRP3 yeast inh	SENP7 block	SENP8 block-2	Apaf-1 inh
Cc1ccccc1NC(=O)Cn1c(=O)n(C)c2ccccc21	-6	-1	-12	-9	-9	1	1	6	-3
COc1ccccc1COC(=O)CN1C(=O)NC2(CCCCC2C)C1=O (stereo not given)	-5	0	-19	16	1	16	10	5	4
COc1ccc(OC)c(-c2c(=O)n(OCc3ccccc3Br)c3ccccc3[n+]2[O-])c1	-3	3	-14	-4	-12	-11	-11	24	16
CCOC(=O)C1CCN(S(=O)(=O)c2ccc3c(c2)N(C(C)=O)CC(C)S3)CC1 (stereo not given)	-1	1	-1	-16	-8	20	0	12	-1
CC(C)(C)C(C(Oc1ccc(Cl)cc1)n1cncn1)n1nnnc1C(c1cccc(Cl)c1)N1CCCCC1 (stereo not given)	x	x	-21	x	-11	13	-9	x	33
CNc1oc(-c2ccccc2Cl)nc1P(=O)(c1ccccc1)c1ccccc1	-2	2	6	11	-3	6	0	-380	16
c1ccc(Cc2noc(CN3CCN(Cc4ccc5c(c4)OCO5)CC3)n2)cc1	0	-1	-4	-2	4	12	-7	-1	-5
CCOc1ccccc1C(=O)Nc1ccccc1C(N)=O	-11	-1	-4	6	0	9	3	2	1
Cn1ncc(Cl)c1C(=O)Nc1cc(C(F)(F)F)ccc1F	-5	2	-8	5	-12	23	-4	8	-3
Cc1ccc(S(=O)(=O)N2[C@@H](c3ccc(F)cc3)C(C(=O)O)=C[C@H]2CC2CCCC2)cc1	-1	0	29	-31	2	-14	10	8	7
Nc1n[nH]c(C(F)(F)F)c1-c1ccccc1	-11	1	-3	-8	1	-5	0	-12	-9
CCOc1ccc2[nH]c(=O)c(CN(CCN3CCCC3)C(=S)Nc3ccccc3OC)cc2c1	14	-13	-10	-2	-5	3	4	-344	1
CCN1CCN(C(=O)c2ccc3c(c2)c(C)c(C)n3Cc2ccccc2)CC1	0	-2	-27	-15	-14	-4	-9	-23	-1
O=C(NC1CCCCC1)c1ccc(S(=O)(=O)N2CCOCC2)cc1	-12	0	5	29	-5	2	-4	10	-20
CCC(C)c1ccc(NC(=S)NCc2cccnc2)cc1 (stereo not given)	-16	3	7	1	1	11	9	19	-1
COc1ccc(N2C(=O)C(CC(=O)Nc3ccccc3)N(Cc3ccccn3)C2=S)cc1 (stereo not given)	-2	-1	-16	-3	1	9	1	0	0
CN(C)S(=O)(=O)c1ccc(C(=O)NCC(C)(C)N2CCOCC2)cc1	13	2	-5	-15	-1	-1	-2	14	-17
COc1ccc(C(=O)N/C(=C\c2cn(S(=O)(=O)N(C)C)c3ccccc23)C(=O)NCCCN2CCOCC2)cc1	2	-3	13	14	3	0	-6	-10	3
O=C(Nc1ccc(Cl)cc1)Nc1cccc2nsnc12	3	-27	92*	40	91*	-17	94*	-84	13
Cc1cc2nc(C3CCN(C(=S)NCCCOC(C)C)CC3)[nH]c2cc1C	-5	0	-14	15	-6	12	-4	7	-5
COCC(=O)N(C)[C@H]1C[C@H]2c3cc(-c4ccccc4)ccc3CCN2C(=O)[C@H]1[C@H](C)O	-5	-15	x	14	x	x	x	-165	x
CCOc1ccc(-c2nnn(CC(=O)N3CCN(c4ccc(F)cc4)CC3)n2)cc1OCC	-7	-2	-17	-21	0	-3	-8	4	-22
C=CCn1c(N)cc(=O)nc1SCC(=O)Nc1ccc2ccccc2c1	-8	-3	8	-19	-1	3	0	-36	1
C=CCOC(=O)C1=C(C)OC(N)=C(C#N)C1c1ccc(F)cc1 (stereo not given)	0	2	-3	7	5	2	5	17	-8
COc1ccc(N2CCN(C(=O)COC(=O)CCS(=O)(=O)c3ccc(C)cc3)CC2)cc1	7	-1	-2	14	-3	12	2	9	9
O=S(=O)(Nc1ccc(S(=O)(=O)N2CCOCC2)cc1)c1ccc(Br)cc1	0	-1	-4	-6	5	13	-9	7	11
CCN(CC)CC(O)COc1ccc2c(c1)c(C(C)=O)c(C)n2-c1ccccc1 (stereo not given)	2	0	-1	18	-11	28	0	-20	3
CCN(CC)S(=O)(=O)c1cc(NC(=O)C(C)N2CCc3ccccc32)ccc1C (stereo not given)	6	-5	3	11	2	-4	3	-6	14
CCCSc1ccc([C@@H]2[C@H]3C(=O)N(CC)C(=O)[C@H]3[C@]3(C(=O)OC)CCCCN23)cc1OC	3	-21	-16	22	-7	-11	10	-21	21
Cc1cc(NC(=O)C2CC2)ccc1NC(=O)c1cccs1	-5	0	8	-6	4	16	-2	14	-6
Cc1cc(C(=O)COC(=O)CC2Sc3ccccc3NC2=O)c(C)n1-c1ccccc1 (stereo not given)	-3	-2	-1	57	-2	4	-4	0	5
COc1ccc(C(=O)Oc2ccc3c(C)cc(=O)oc3c2C(C)=O)cc1	-2	-9	2	-10	0	5	6	7	-10
O=C(c1cccc(C(F)(F)F)c1)N1CCc2c([nH]c3ccccc23)C1C(F)(F)F (stereo not given)	4	2	-8	35	-3	39	-11	23	11
CC(=O)c1ccc(NC(=O)CS(=O)(=O)c2cn(CC(=O)N3CCOCC3)c3ccccc23)cc1	3	2	-2	7	5	6	4	-1	5
Cc1cccc(CCNS(=O)(=O)c2ccc(S(=O)(=O)NC3CCCC3)cc2)c1	-5	-3	-22	4	-7	22	-9	13	10
Cc1noc(C)c1C1(O)CCCCCCCCCCC1	-3	0	-14	-41	-9	24	-5	10	8
Cc1ccc(SCC(=O)Nc2ccc3c(c2)OCCO3)cc1	-9	0	-5	-1	-3	30	-3	6	-1
CN(C)CCNc1ccc(CO)c2sc3ccc(O)cc3c(=O)c12	11	27	x	25	x	x	x	45*	x
COc1ccc(OC)c(-c2nnc(-c3ccc(C)o3)o2)c1	1	-4	4	0	-5	21	5	-270	10
CC(CCc1ccccc1)NC(=O)C1CCCN(c2nnc(-n3cccc3)s2)C1 (stereo not given)	1	-3	0	6	3	6	-6	6	11
CN(C(=O)c1cc(S(=O)(=O)N2CCCCC2)c[nH]1)C1CCCCC1	-5	3	-9	8	-8	-2	13	13	12
COc1ccc(CNC(=O)CN(Cc2ccco2)C(=O)CNS(=O)(=O)c2ccc(F)cc2)cc1	-3	2	12	-13	5	15	7	11	-4
C/C(=N\NC(=S)NCCc1ccccc1)c1ccc(C)cc1	1	1	-12	17	4	13	7	10	25
Cc1ccccc1NC(=S)NCCC(c1ccccc1)c1ccccc1	1	2	-6	-18	-2	26	8	26	16
O=C(CNc1cc(S(=O)(=O)N2CCOCC2)ccc1NCC1CCCO1)Nc1ccccc1F (stereo not given)	4	-16	-11	6	-2	-1	-1	-1	5
O=C(Nc1ccc(F)c(F)c1)NC1CCCCC1	2	0	-3	21	1	-22	8	11	2
O=C(CCc1ccccc1)NCc1ccncc1	-6	3	10	-4	-10	10	-5	1	-3
COc1ccc(CCN(Cc2cccs2)S(=O)(=O)c2ccc(S(=O)(=O)N3CCCCCC3)cc2)cc1OC	-9	0	-3	-11	-1	23	-2	12	11
CCOC(=O)c1ccccc1NC(=O)Nc1ccc(OC)c(OC)c1	5	2	-4	-1	-4	5	14	4	-7
Cc1ccc(C(C)C)cc1S(=O)(=O)Nc1ccncc1	0	0	-14	3	0	2	4	16	2

Next part.
SMILES	HKDC1 inh	SENP1 inh	SENP6 block	PfG6PD inh	SENP8 block-1	NLRP3 yeast inh	SENP7 block	SENP8 block-2	Apaf-1 inh
Cn1cccc1CC(=O)N/N=C/c1cccc2ccccc12	5	-2	-16	15	-7	20	-13	-1	16
CCOc1ccc(C2Nc3ccc4ccccc4c3-c3c2c(=O)oc2ccccc32)cc1 (stereo not given)	-5	-94	-4	-14	-9	14	2	-279	-7
CC(=O)N1[C@H](Cc2ccccc2)C=C[C@]1(C)C(=O)NCCc1c[nH]c2ccccc12	-4	0	5	4	3	24	-6	6	5
CN(N=Nc1cccc([N+](=O)[O-])c1)c1ccccc1	-3	0	51*	10	39	-4	47	21	14
Cc1cc(NC(=O)CN(C)S(=O)(=O)c2cccc(Cl)c2)no1	-9	4	-20	13	-1	14	4	17	-6
Cc1ccccc1-c1nc(C#N)c(NCc2ccco2)o1	-2	-2	-9	-10	-2	-30	-10	-103	6
S=C(c1ccc(-c2ccc(Cl)cc2Cl)o1)N1CCCC1	-4	-51	-8	-8	-1	-1	0	10	4
COCCCn1c(C23CC4CC(CC(C4)C2)C3)n[nH]c1=S	-3	2	-24	29	-7	12	-13	10	9
CS(=O)(=O)c1ccc(Cl)c(NC(=O)Cc2c(F)cccc2Cl)c1	-14	1	10	-8	6	14	-2	14	-8
C=CCN1CC(=O)N2C(c3ccccc3)c3[nH]c4ccccc4c3C[C@H]2C1=O (stereo not given in full)	5	-8	1	-11	-3	-3	0	-9	7

Looked up above:
Entry for `Cc1cc(NC(=O)CN(C)S(=O)(=O)c2cccc(Cl)c2)no1` in Apaf-1 inh: -6
Entry for `CN(N=Nc1cccc([N+](=O)[O-])c1)c1ccccc1` in Apaf-1 inh: 14
Entry for `Cc1ccccc1-c1nc(C#N)c(NCc2ccco2)o1` in SENP8 block-2: -103
Entry for `CC(=O)N1[C@H](Cc2ccccc2)C=C[C@]1(C)C(=O)NCCc1c[nH]c2ccccc12` in PfG6PD inh: 4

(next part)
SMILES	HKDC1 inh	SENP1 inh	SENP6 block	PfG6PD inh	SENP8 block-1	NLRP3 yeast inh	SENP7 block	SENP8 block-2	Apaf-1 inh
COC(/C=C/Nc1ccc(Br)cc1)=C(C#N)C#N	-11	1	-14	-6	-3	10	-9	-7	-3
COCC(=O)N/N=C\c1cccc(OC)c1OC/C=C/c1ccccc1	1	1	-18	3	-14	23	11	-59	15
COc1cc(C(=O)NCC(=O)N/N=C/c2ccco2)cc(OC)c1OC	5	0	-9	-8	-4	-5	10	-3	-7
O=C(Nc1ccccc1N1CCOCC1)c1cnccn1	-1	0	10	4	-2	10	10	32	-1
CCC(C)NC(=O)c1ccc2c(c1)N(Cc1ccccc1)C(=O)CS2 (stereo not given)	-4	4	14	3	-10	0	-5	9	7
CC(C)(C)OC(=O)[C@H](Cc1ccccc1)NC(=O)c1nc[nH]c1C(=O)NC1CCN(C(=O)OC(C)(C)C)CC1	0	1	-10	29	-1	10	-8	8	40
CCN(c1ccccc1)S(=O)(=O)c1ccc(N2CCN(c3ccc(OC)cc3)CC2)nc1	-5	0	9	11	-7	-6	5	2	12
O=C(NCCCn1ccnc1)C1c2ccccc2Oc2ccccc21	-6	0	-16	-8	3	4	11	17	-417
COc1ccc(CNS(=O)(=O)CCNC(=O)c2cccc(OC)c2)cc1	-1	0	-5	10	4	15	0	1	5
Cc1ccc2c(c1)N(C(=O)CCC(=O)NCCN1CCOCC1)CCO2	0	3	-2	-16	4	2	6	17	-4
COc1ccccc1NC(=O)Cc1c(F)cccc1Cl	1	1	-7	6	1	-3	1	18	1
CCOc1ccc2oc(C(=O)N3CC(C)OC(C)C3)c(C)c2c1 (stereo not given)	2	-3	-10	-2	-3	28	0	-5	13

Results in NLRP3 yeast inh, for two of the compounds above:
smiles,NLRP3 yeast inh
CC(C)(C)OC(=O)[C@H](Cc1ccccc1)NC(=O)c1nc[nH]c1C(=O)NC1CCN(C(=O)OC(C)(C)C)CC1,10
COCC(=O)N/N=C\c1cccc(OC)c1OC/C=C/c1ccccc1,23

No enrichment for hits; about 4.1% have a hit in one of these screens.
